HEK293 NOD2/NF-kB: NOD2 signaling inhibitors, cell-based, luminescence, uHTS, HEK293 (AID 1566). HEK293 NOD2/NF-kB luciferase reporter, luminescence; higher % means a stronger effect. one-dose inhibition, % at 4 µM; EC50 in µM for titrated hits. 290,000 tested, 0.63% active; note: many of its hits are not listed in these tables
AID2073: inhibitors of Mint1-CaV2.2 protein interaction, biochemical, HTRF (AID 2073); Voltage-dependent N-type calcium channel subunit alpha-1B (Homo sapiens); HTRF protein-protein interaction, Mint1-CaV2.2; higher % means a stronger effect; inhibition, % at 20 µM; hits with a dose series show IC50 in µM; 290,000 tested, 0.19% active; in the data active = inhibition mostly above about 51%, no sharp cut-off; inconclusive = no clear call, values can overlap the other calls; inactive = mostly below about 53%; note: some results filed as inactive read as strong as hits
Hep lipid drop: inhibitors of hepatocyte lipid droplet formation, primary screen, imaging, high-throughput imaging, BODIPY stain; AML12 mouse hepatocytes, oleate lipid droplets; inhibition, % at 6.5 µM; 240,000 tested, 0.4% active;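 active = lipid droplet intensity inhibited by at least 50%, with more than 500 cells counted; inconclusive = wells with under 300 cells, treated as cytotoxic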
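Material: mouse AML12 hepatocyte cell line, fixed after treatment; Timing: compound with oleate, overnight; Technique: high-content imaging of BODIPY-stained droplets and DAPI nuclei; Probe or stimulus: oleate, 100 µM final; Dosing: compound at 6.5 µM only.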
HIV peptide binding: inhibitors of HIV fusion peptide binding, primary screen, biochemical, uHTS, fluorescence dequenching (AID 1986); 290,000 tested, 0.3% active; cell-free peptide binding, fluorescence dequenching, 30 min; higher % means a stronger effect; inhibition, % at 20 µM, or IC50 in µM where a hit was titrated; in the data active = inhibition mostly above about 52%, no sharp cut-off; inactive = mostly below about 76%; note: some results filed as inactive read as strong as hits
Myeloid diff 2: induction of myeloid progenitor differentiation, primary screen, cell-based, flow cytometry, MLPCN library; ER-HoxA9 myeloid progenitors, lysozyme-GFP differentiation; calls only at 10 µM; 360,000 tested, 1% active;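 active = normalized GFP-positive differentiation at or above the plate's own cutoff, the solvent-only control mean plus 3 SD; inconclusive = no clear call, values can overlap the other calls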;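 note: cells exposed to compound for four days before flow analysis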
LYP inhibition: inhibitors of LYP phosphatase, biochemical, fluorescence intensity, uHTS (AID 1779); 290,000 tested, 0.054% active; one-dose inhibition, % at 11.5 µM; IC50 in µM for titrated hits; recombinant LYP phosphatase, fluorescence intensity; higher % means a stronger effect; Tyrosine-protein phosphatase non-receptor type 22 (Homo sapiens);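 note: plate controls were vehicle with enzyme for no effect and no enzyme for full effect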
XIAP displacement: XIAP antagonists, biochemical, IAP family, fluorescence polarization (AID 1018). XIAP BIR domain, fluorescence polarization peptide displacement; higher % means a stronger effect. one-dose displacement, % at 20 µM; IC50 in µM for titrated hits. 200,000 tested, 0.007% active; in the data active = displacement above about 50%; note: a part of the inactive calls stands beside numbers as strong as those of hits
Siah-1 displacement: Siah-1 peptide-binding antagonists, primary screen, biochemical, fluorescence polarization, rhodamine-plectin, uHTS (AID 1817) | E3 ubiquitin-protein ligase SIAH1 (Homo sapiens) | Siah-1 / rhodamine-plectin peptide fluorescence polarization; higher % means a stronger effect | displacement, % at 20 µM, or IC50 in µM where a hit was titrated | 290,000 tested, 0.02% active;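 active = displacement of at least 50% at 20 µM, with a fluorescence ratio check between 0.3 and a set limit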;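 note: plate controls were Siah plus tracer with DMSO for no effect and tracer alone without Siah for full effect; strong numbers were not always called active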
Dengue-2 NS5 capping: Dengue-2 NS5 methyltransferase inhibitors, primary screen, biochemical, confirmation dose response (AID 588689); Dengue-2 NS5 methyltransferase capping enzyme assay, biochemical; higher % means a stronger effect; 340,000 tested, 0.3% active; Genome polyprotein (Dengue virus type 2 (strain 16681-PDK53)); one-dose inhibition, % at 25 µM; IC50 in µM for titrated hits; in the data active = a potency from the dose series; inconclusive = inhibition above about 29% without an active follow-up result
Hep lipid drop cells 6.5 µM: also measured in Hep lipid drop; calls as there; cell count; measured here: cell count, cytotoxicity flag;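 cells counted across two imaged fields per well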
Dengue-2 NS5 capping pilot replicate: also measured in Dengue-2 NS5 capping; calls as there; inhibition, %; measured here: pilot screen replicate inhibition
Myeloid diff 2 GFP+ MAC1+ %: recorded beside Myeloid diff 2, whose call it bears; GFP+ MAC1+ double positive, %; measured here: differentiation confirmed by MAC1 staining
Starred values were filed as active, the others as inactive; i = inactive; u = inconclusive; x = not tested or not shown; + = active, no number. Cut-off read from the data, not from the text of the source, unless noted: active = inhibition above about 50%; inactive = the rest.

The first 3 entries (preview)
SMILES | HEK293 NOD2/NF-kB | AID2073 | Hep lipid drop | Hep lipid drop cells 6.5 µM | HIV peptide binding | Myeloid diff 2 | Myeloid diff 2 GFP+ MAC1+ % | LYP inhibition | XIAP displacement | Siah-1 displacement | Dengue-2 NS5 capping | others
O=C(Nc1ccc(C(=O)O)cc1)Nc1cccc([N+](=O)[O-])c1 | 4.6% | 1.5% | 3.0 | 577 | 4.0% | i | 1.0 | 3.6% | -0.8% | 7.1% | -19.1%
CC(C)C(C(=O)NCC1CCCO1)N(Cc1ccco1)C(=O)CNS(=O)(=O)c1ccc(F)cc1 (centres undefined) | 20.6% | 3.3% | x | x | 5.4% | i | 0.6 | -9.8% | -0.6% | 3.3% | -4.8%
CC(C(=O)O)N(C(=O)c1ccccc1)c1ccc(F)cc1 (centres undefined) | 26.1% | 12.3% | 3.2 | 614 | 0.0% | i | 0.1 | -13.7% | -20.9% | -3.6% | 2.5%

The listing, previewed entries included:
SMILES | HEK293 NOD2/NF-kB | AID2073 | Hep lipid drop | Hep lipid drop cells 6.5 µM | HIV peptide binding | Myeloid diff 2 | Myeloid diff 2 GFP+ MAC1+ % | LYP inhibition | XIAP displacement | Siah-1 displacement | Dengue-2 NS5 capping | others
O=C(Nc1ccc(C(=O)O)cc1)Nc1cccc([N+](=O)[O-])c1 | 4.6% | 1.5% | 3.0 | 577 | 4.0% | i | 1.0 | 3.6% | -0.8% | 7.1% | -19.1%
CC(C)C(C(=O)NCC1CCCO1)N(Cc1ccco1)C(=O)CNS(=O)(=O)c1ccc(F)cc1 (centres undefined) | 20.6% | 3.3% | x | x | 5.4% | i | 0.6 | -9.8% | -0.6% | 3.3% | -4.8%
CC(C(=O)O)N(C(=O)c1ccccc1)c1ccc(F)cc1 (centres undefined) | 26.1% | 12.3% | 3.2 | 614 | 0.0% | i | 0.1 | -13.7% | -20.9% | -3.6% | 2.5%
COCCN(CCOC)c1nc(S(=O)(=O)c2ccc(C)cc2)c(Cl)s1 | 8.2% | 8.6% | -11.7 | 765 | -2.3% | i | 2.8 | -8.0% | -22.0% | -2.0% | -0.6% | Dengue-2 NS5 capping pilot replicate=1.5
CC(C)(C)C1CCC(=O)N(CCSc2ccccc2)CC1 (centres undefined) | -93.6% | 8.6% | x | x | -0.2% | i | 0.8 | -2.9% | x | -3.3% | 6.4%
O=[n+]1c2c(n([O-])c3ccccc31)CCC2 | 2.6% | 6.4% | 22.4 | 737 | 1.3% | i | 1.1 | 4.4% | -6.2% | -0.2% | 4.8%
C=C(C)CNC(=S)N/N=C(\C)c1cccc(NC(C)=O)c1 | -3.5% | -9.0% | -5.5 | 718 | 0.8% | i | 0.2 | -2.3% | -2.9% | -1.5% | -14.7%
Cc1cccc2c(CC(=O)O)noc12 | 4.2% | 6.8% | -2.4 | 684 | 3.5% | i | 0.5 | -4.7% | -4.6% | 13.3% | 1.5%
CN(CC(=O)Nc1nc2ccccc2s1)S(=O)(=O)c1ccc(Br)cc1 | 12.9% | 11.0% | -3.2 | 817 | 1.1% | i | 16.3 | -2.7% | -5.5% | -2.3% | -1.4%
Cc1ccc(CN(C)C(=O)c2ccccc2Sc2ccccc2C#N)cc1 | 10.0% | -13.3% | -35.6 | 681 | 0.8% | i | 3.6 | -2.1% | x | -0.7% | -2.3%
COc1ccnc(Oc2ccccc2)c1-c1ncn[nH]1 | 0.5% | -4.9% | -4.0 | 720 | -1.3% | i | 0.1 | -2.4% | -2.3% | 5.9% | -1.5%
Cc1cc(NCc2ccncc2)ccc1Br | -1.1% | 2.3% | -16.4 | 713 | 0.1% | i | 0.0 | -6.1% | -6.0% | -1.9% | -7.1%
O=C(N/N=C/c1ccc(F)cc1)c1ccc(OCc2ccccc2)cc1 | 1.6% | 1.1% | 40.1 | 669 | -0.7% | i | 0.3 | -6.3% | x | 6.6% | 5.6%
O=C(Cc1ccccc1)N1CCN(C(=O)c2cccs2)CC1 | 8.4% | 19.3% | x | x | -2.4% | i | 0.8 | -5.2% | -3.0% | 8.7% | 0.5%
CCn1c(C(=O)N2CCCC(C(=O)NCCc3ccc(C)cc3)C2)cc2sccc21 (centres undefined) | 29.0% | -2.7% | x | x | 1.2% | i | 3.1 | 1.1% | -1.5% | 3.2% | -4.1%
O=C(CNS(=O)(=O)c1ccc(F)cc1)Nc1ccc(C(F)(F)F)cc1 | 21.1% | -3.3% | 12.2 | 801 | -0.4% | i | 0.6 | -4.5% | -9.0% | 1.0% | 3.2%
Cc1ccc(NC(=O)CS(=O)CC(=O)N(CC(=O)NC2CCCC2)c2ccc3c(c2)OCCO3)cc1 (centres undefined) | 19.9% | 4.9% | -0.2 | 674 | -1.5% | i | 0.3 | -4.9% | -1.1% | 0.0% | -1.5%
c1ccc(CCCNc2ncnc3nc[nH]c23)cc1 | -10.0% | 4.6% | 2.9 | 493 | 0.5% | i | 2.1 | -8.4% | -5.9% | -3.4% | -8.3%
Cc1ccc(CCN=c2c([N+](=O)[O-])nn(-c3ccccc3)n2O)cc1 | 6.3% | -6.1% | 6.8 | 674 | -2.0% | i | 0.4 | -7.1% | -1.8% | -0.5% | 2.2%
Cc1c(Cl)cccc1NC(=O)C1C2C=CC(C2)C1C(=O)O (centres undefined) | 9.8% | 11.6% | 12.8 | 876 | 1.7% | i | 0.9 | -6.6% | x | 7.5% | 12.0%
Clc1cccc(Nc2nc(-c3ccncc3)nc3ccccc23)c1 | -76.3% | 33.0% | 15.9 | 622 | 1.4% | i | 0.0 | -9.7% | x | 5.7% | -9.3%
CCCCCCSc1nc2c(c(=O)[nH]c(=O)n2C)n1C | 5.3% | 0.1% | x | x | 0.3% | i | 4.3 | -2.6% | -6.1% | 6.3% | -0.7%
COc1ccc(C2C=C(C)Nc3nc4ccccc4n32)cc1 (centres undefined) | 21.2% | 11.1% | 4.3 | 694 | 0.7% | i | 0.3 | -3.2% | -20.6% | 0.7% | x
COc1ccc(N2CCN(C(=O)C3CCN(C(=O)c4ccccc4Cl)CC3)CC2)cc1 | 5.4% | -9.1% | 7.9 | 655 | -1.0% | i | 3.7 | -10.8% | x | 5.7% | -6.2%
Cc1sc2ncnc(SCc3ccc(C(=O)O)cc3)c2c1C | -1.5% | 0.1% | 2.9 | 651 | 9.5% | i | 0.5 | -5.5% | -11.5% | -3.1% | -3.9%
CCN(CC)CCCNC(=O)c1cc2c(Cl)nc3ccccc3c2s1 | 9.0% | -7.4% | -14.1 | 671 | -0.2% | i | 0.8 | -4.6% | -5.8% | -10.6% | 0.9%
Cc1ccccc1C(=O)N1CCN(c2ccc(NC(=O)c3ccc([N+](=O)[O-])o3)cc2)CC1 | -10.2% | 4.7% | -1.4 | 738 | -2.1% | u | x | -8.2% | x | -0.2% | -3.3%
CC(C)OC(=O)CSc1ncnc2c1cnn2-c1ccccc1 | -8.3% | 1.1% | x | x | -0.3% | i | 1.8 | -0.1% | -3.6% | -4.5% | -3.8%
Cc1ccc(/C=N\NC(=O)c2cc(OCC(F)(F)F)ccc2OCC(F)(F)F)cc1 | 6.6% | 3.9% | x | x | -1.5% | i | 0.0 | -3.9% | -1.0% | -2.9% | x
O=C(NCc1ccc(F)cc1)C(c1ccc(F)cc1)N(C(=O)c1csnn1)C1CC1 (centres undefined) | 2.0% | -2.2% | -6.6 | 827 | 1.6% | i | 2.9 | -0.1% | x | 3.3% | -4.1%
O=C(c1ccc(Cl)cc1)N1CCCOC1 | -14.8% | 6.7% | -8.9 | 665 | -1.3% | i | 1.0 | -2.9% | 0.0% | -1.7% | -2.4%
CCOc1ccc(/C=N/N(C)c2ccccc2)cc1OC | -49.9% | -8.4% | 9.7 | 737 | -3.0% | i | 0.1 | -0.2% | -0.8% | 2.7% | 4.8%
O=C(Nc1ccc2c(c1)OCO2)C1CCN(S(=O)(=O)Cc2ccccc2)CC1 | -13.1% | -0.9% | x | x | 1.2% | i | 1.8 | -7.5% | -0.9% | -4.3% | -8.3%
Oc1ccccc1C1=Nc2nc3ccccc3n2C(c2ccccc2)C1 (centres undefined) | -57.6% | 0.8% | -13.2 | 659 | 0.2% | i | 1.0 | 4.3% | -7.9% | -1.0% | 2.8%
CCCCOc1ccc(C(=O)NNC(=O)C2C3CCC(C3)C2C(=O)O)cc1 (centres undefined) | -21.2% | 99.7% | -8.0 | 603 | -0.7% | i | 4.1 | -7.0% | x | -0.6% | -1.6%
CC(=O)Nc1ccc(S(=O)(=O)NNC(=O)c2cc3c4ccccc4n(C)c3s2)cc1 | -3.4% | 5.9% | x | x | -3.2% | i | 0.4 | -0.8% | -0.7% | 2.0% | 2.4%
O=C1C[C@@H](c2ccc(O[C@@H]3O[C@H](CO)[C@@H](O)[C@H](O)[C@H]3O)cc2)Oc2cc(O)ccc21 | -0.2% | -1.8% | 6.3 | 727 | 0.4% | i | 1.9 | -8.3% | -10.1% | -5.6% | -4.0%
NC(=S)N/N=C/c1ccc2ccccc2c1 | -18.1% | 16.7% | -34.4 | 647 | 3.9% | i | 1.1 | 3.0% | -5.0% | 8.1% | -0.7%
O=S(=O)(Cc1ccc(Cl)cc1)N1CCCCCC1 | 6.7% | -4.8% | 9.5 | 707 | 0.8% | i | 3.0 | -11.0% | x | 7.3% | 0.0%
CC(C)(C)c1nnc(NC(=O)Nc2ccc(Cl)cc2)s1 | -38.4% | 11.9% | 11.1 | 717 | 1.5% | + | 1.8* | -6.2% | x | 4.5% | -6.2%
Cc1ccc(C(=O)NCC(=O)OCC(=O)Nc2ccccc2C#N)s1 | 13.3% | 2.4% | -4.4 | 678 | -1.3% | i | 0.1 | -2.8% | -5.8% | 2.3% | -0.8%
CCC1=C/C(=C/c2sc3ccccc3[n+]2CC)CC(C)(C)C1 | 2.1% | u | -84.2 | 605 | 4.1% | x | x | 0.4% | -11.5% | 0.9% | x
COc1ccc(CC(=O)NCc2nnc(SCC(=O)Nc3nccs3)n2-c2ccccc2)cc1 | 5.5% | 5.1% | -15.9 | 662 | 1.6% | i | 1.2 | -4.1% | -2.4% | 6.7% | -1.4%
O=C(NCCn1cccn1)C1CCC(=O)N(CCc2ccccc2)C1 (centres undefined) | -7.5% | 3.1% | -5.5 | 653 | -1.5% | i | 0.7 | -8.4% | x | 1.7% | -2.6%
COc1cc(OC)cc(C(=O)NCC(=O)OCc2nc3ccccc3s2)c1 | -40.6% | 1.0% | -13.2 | 765 | 0.0% | i | 0.5 | -4.4% | -9.1% | 10.0% | -7.1%

This is a subset. The share of hits here may be higher or lower than overall.
